Bioassay records: PubChem BioAssay, several laboratories
MsrA inhibitor – inhibits bovine methionine sulfoxide reductase A. purified bovine MsrA, absorbance read-out. inhibition, % at 15.5 µM. AID 651718. hit rate 0.75% among 360,000; in the data active = inhibition above about 4.5%;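 also: 0% = vehicle wells with enzyme and 100% = reference inhibitor wells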
CendR NRP1 mod – NRP-1/CendR interaction modulation; AID 602438; hit rate 0.85% among 360,000; O14786; FAM-RPARPAR peptide binding to NRP-1, fluorescence polarization; inhibition, % at 25 µM;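 active = inhibition or corrected inhibition above about 18%, plus a signal ratio from 0.5 to 1.5, limit read from the data, passing the limit was not always enough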; also: strong numbers were not always called active
MT1-MMP act inh – inhibitors of human MT1-MMP activation; P50281; HT1080 RFP-PRO-GFP cells, GFP/RFP ratio fluorescence, overnight; percent of plate control window, DMSO zero; GFP/RFP ratio change, % at 20 µM; hit rate 0.061% among 360,000; AID 651647;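 active = GFP/RFP ratio change of at least 30% with cell ATP level not reduced by more than half and red fluorescence within 50% of control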; also: strong numbers were not always called active
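Read-out: GFP/RFP fluorescence ratio; Test system: RFP-PRO-GFP reporter HT1080 cells; Compound dosing: single-point 20 µM compound, 1% DMSO; Times: overnight compound exposure at 37 °C.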
Neddylation inh – inhibitors of human cullin neddylation. TR-FRET cullin neddylation, biochemical. calls only at 25 µM. hit rate 0.58% among 360,000. AID 651699; in the data active = inhibition above about 36%
Rin1-Abl PPI inh – human Rin1-Abl interaction inhibition | inhibition, % at 7.35 µM | P00519+Q13671 | TR-FRET Rin1/Abl binding, biochemical | hit rate 0.4% among 360,000; in the data active = inhibition above about 5%, passing the limit was not always enough
MsrA act – activates bovine MsrA enzyme | purified bovine MsrA, absorbance read-out | activation, % at 10.6 µM | hit rate 0.3% among 360,000; in the data active = activation above about 7.5%;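 also: 0% = vehicle and 100% = reference activator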
E coli Lon inh – inhibitors of E. coli Lon protease; inhibition, % at 7.94 µM; P0A9M0; hit rate 0.42% among 360,000; purified E. coli Lon protease, fluorescence polarization; in the data active = inhibition above about 13%, passing the limit was not always enough;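 also: 0% = enzyme with probe and DMSO and 100% = no enzyme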
Target sequence (P0A9M0 whole entry, looked up): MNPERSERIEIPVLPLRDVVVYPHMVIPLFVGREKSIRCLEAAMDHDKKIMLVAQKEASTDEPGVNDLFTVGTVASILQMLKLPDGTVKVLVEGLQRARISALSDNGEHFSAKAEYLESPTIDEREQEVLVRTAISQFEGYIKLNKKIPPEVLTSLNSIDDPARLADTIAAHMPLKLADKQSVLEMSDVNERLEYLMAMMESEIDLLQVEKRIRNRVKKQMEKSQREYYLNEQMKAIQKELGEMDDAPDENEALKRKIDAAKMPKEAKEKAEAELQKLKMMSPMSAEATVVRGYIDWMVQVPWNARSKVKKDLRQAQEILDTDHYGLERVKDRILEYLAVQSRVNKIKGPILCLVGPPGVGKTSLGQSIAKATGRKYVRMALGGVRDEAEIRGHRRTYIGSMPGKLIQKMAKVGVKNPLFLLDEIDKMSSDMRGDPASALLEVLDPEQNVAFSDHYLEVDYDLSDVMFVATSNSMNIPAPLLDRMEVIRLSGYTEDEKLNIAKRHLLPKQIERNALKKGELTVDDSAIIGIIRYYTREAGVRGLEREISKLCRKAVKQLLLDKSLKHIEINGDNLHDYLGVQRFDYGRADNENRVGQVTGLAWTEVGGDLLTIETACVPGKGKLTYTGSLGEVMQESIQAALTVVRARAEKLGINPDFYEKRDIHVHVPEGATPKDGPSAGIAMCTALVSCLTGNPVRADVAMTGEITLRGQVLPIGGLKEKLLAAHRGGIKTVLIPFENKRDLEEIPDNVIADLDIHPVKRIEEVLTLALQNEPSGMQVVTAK
FAS-TE inh – blocks the thioesterase domain of human fatty acid synthase | hit rate 0.67% among 360,000 | AID 602261 | inhibition, % at 15 µM | recombinant FAS-TE, OMFH fluorogenic substrate, fluorescence endpoint | P49327;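 active = compounds whose normalised, plate-corrected inhibition of enzyme fluorescence in the single-dose primary screen is 50% or more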;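 also: 0% = DMSO with enzyme and 100% = substrate without enzyme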
SKN-1 inh – C. elegans SKN-1 inhibition; hit rate 0.49% among 360,000; AID 624304; inhibition, % at 21.8 µM; C. elegans VP596 Pgst-4::GFP/RFP ratio, acrylamide-induced, 24 h;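 active = interference check ratio from 0.5 to 1.5 plus GFP to RFP signal ratio inhibition reaching or exceeding a fixed threshold, cut at about 30% in these data, passing the limit was not always enough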; also: some compounds called inactive have numbers as strong as hits
An asterisk follows results filed as active; i = inactive; / = no result given.

#1 O=C(COc1ccccc1)NC(=S)N1CCc2ccccc21
#2 COc1ccc(C(=O)CN2C(=O)NC3(CCc4ccccc43)C2=O)c(OC)c1 (centres undefined)
#3 Cc1cccc(N2CCN(C(=O)[C@H](C)N3C(=O)C4CC=CCC4C3=O)CC2)c1C (some centres undefined)
#4 CCN(C(=O)COC(=O)/C=C/c1cccc(Cl)c1)c1c(N)n(Cc2ccccc2)c(=O)[nH]c1=O
#5 O=C(NN1CCN(Cc2ccccc2)CC1)c1ccc(Cl)cc1
#6 CNC[C@H]1Oc2c(NS(=O)(=O)c3ccccc3)cccc2C(=O)N([C@H](C)CO)C[C@@H]1C
#7 CCO[C@H]1c2c(ccc3ccc(=O)oc23)OC(C)(C)[C@@H]1O
#8 COc1ccc([C@H]2CC(=O)C=C(c3ccc(SC)cc3)C2)cc1OC
assay / compound | 1 | 2 | 3 | 4 | 5 | 6 | 7 | 8
MsrA inhibitor | 2.9 | -0.3 | -0.4 | 0.2 | -0.8 | 0.3 | 1.2 | 0.6
CendR NRP1 mod | -5 | -3 | 15 | 9 | -2 | -3 | -5 | 6
MT1-MMP act inh | 3 | 2 | -1 | -3 | 0 | 3 | -2 | -1
Neddylation inh | i | i | i | i | i | i | / | i
Rin1-Abl PPI inh | 3 | -2 | -1 | 0 | 1 | 2 | 2 | 3
MsrA act | -5 | -6 | 1 | -1 | -2 | -4 | -6 | -1
E coli Lon inh | 8 | 3 | 1 | -7 | -2 | 0 | 1 | 0
FAS-TE inh | 1 | 0 | -5 | -9 | -9 | -6 | -7 | 22
SKN-1 inh | 9 | -11 | 9 | -8 | -4 | -13 | -3 | 8

#9 Cc1ccc(S(=O)(=O)N2CCN(CC(=O)Nc3ccc4c(c3)CCC4)CC2)cc1C
#10 C=CCOc1c(CNn2cn[nH]c2=S)cccc1OC
#11 CC1CCN(C(=O)c2cc(S(=O)(=O)N3CCCCC3)c[nH]2)CC1
#12 O=C(CSc1nnc(CNc2ccc(F)cc2)n1Cc1ccccc1)N1CCOCC1
#13 Cc1cc(C)cc(NC(=S)N2CCN(c3ncccn3)CC2)c1
#14 CC(=O)Nc1cccc(NC(=O)C2CCCN2C(=O)Nc2ccc(C)cc2)c1 (centres undefined)
#15 COc1cccc(C(=O)NC2=NCCS2)c1OC
#16 O=C(OCC(=O)N1CCc2ccccc21)[C@@H]1CCCN1S(=O)(=O)c1ccccc1F
assay / compound | 9 | 10 | 11 | 12 | 13 | 14 | 15 | 16
MsrA inhibitor | -1.2 | 0.6 | 1.0 | 0.3 | -0.2 | 0.3 | 0.8 | 0.2
CendR NRP1 mod | 2 | -4 | 17 | 8 | 0 | -4 | 7 | -4
MT1-MMP act inh | -8 | 1 | 0 | 0 | 4 | 8 | 5 | 1
Neddylation inh | i | i | i | i | i | i | i | i
Rin1-Abl PPI inh | 1 | -3 | -2 | -2 | -2 | 2 | 0 | 1
MsrA act | -2 | 2 | 1 | 1 | -14 | 6 | -2 | -8
E coli Lon inh | -6 | 0 | -5 | 7 | -1 | 6 | 1 | -2
FAS-TE inh | 26 | 0 | -5 | -6 | -1 | -4 | -8 | 1
SKN-1 inh | 11 | 1 | 8 | -2 | 5 | -2 | 7 | -18

#17 O=C(NCc1ccccc1CN1CCCC1)c1cccc(S(=O)(=O)N2CCOCC2)c1
#18 Cc1ccccc1NC(=S)N(CCCN1CCOCC1)Cc1ccccn1
#19 CC[N+]1=C(C)C(C)(C)c2cc(C)ccc21
#20 CC(C)N(C(=O)CN(C#N)c1nc(N(C)C)nc(N(C)C)n1)c1ccccc1
#21 CCOC(=O)c1cn(CC)c2cc(N3CCN(C)CC3)c(F)cc2c1=O
#22 COCCNc1nc2sc3c(c2c(=O)n1Cc1ccco1)CCCCC3
#23 CCc1nc2c(OCc3ccc(C(=O)OC)cc3)cccn2c1N(C)C(=O)C(C)C
#24 COc1cc(OC)c(C2Nc3cccc4cccc(c34)N2)c(OC)c1
assay / compound | 17 | 18 | 19 | 20 | 21 | 22 | 23 | 24
MsrA inhibitor | 0.5 | 0.5 | 1.6 | 1.8 | 2.3 | -0.7 | / | 3.2
CendR NRP1 mod | 16 | 2 | -50 | 0 | 9 | / | 14 | 17
MT1-MMP act inh | 0 | -1 | 38 | 3 | 0 | / | 0 | -10
Neddylation inh | i | i | i | i | / | / | i | i
Rin1-Abl PPI inh | 0 | -1 | -1 | -3 | -2 | -1 | -3 | 0
MsrA act | -2 | 1 | -2 | -15 | -5 | -4 | -3 | -1
E coli Lon inh | -2 | 7 | -36 | -11 | -9 | -2 | -15 | 11
FAS-TE inh | -3 | -8 | -6 | -4 | -4 | / | -6 | 3
SKN-1 inh | 12 | -5 | 71 | -3 | 15 | / | 7 | 7

#25 CCOC(=O)C1CCCN(C(=O)C(C)Oc2ccc(Cl)cc2Cl)C1 (centres undefined)
#26 CC(C)CNC(=O)c1cccc(C(=O)NCC(C)C)c1
#27 Cc1cccc(N2CCN(C3=NC(=O)C(=C4CCCCC4)S3)CC2)c1
#28 COc1ccc(CN2CC(C(N)=O)Oc3ccccc32)cc1F (centres undefined)
#29 CC(=O)c1cccc(NC(=O)N2CCCC2C(=O)NCCc2ccccc2)c1 (centres undefined)
#30 CCCOc1ccc(C(=O)CCC(=O)OCC(=O)Nc2cccc(S(N)(=O)=O)c2)cc1
#31 Cc1cc2nc(C3CCCCC3)c(Cc3cccc(Cl)c3)n2c(C)c1Br
#32 O=S1(=O)NC(CC2=CCCCC2)C2CCCCC2O1 (centres undefined)
assay / compound | 25 | 26 | 27 | 28 | 29 | 30 | 31 | 32
MsrA inhibitor | / | 0.4 | 1.1 | -0.4 | 0.5 | -1.3 | -0.9 | -0.8
CendR NRP1 mod | -2 | -3 | -5 | 20 | -7 | -6 | -12 | 2
MT1-MMP act inh | 0 | -1 | 0 | 1 | -2 | 0 | -10 | 2
Neddylation inh | i | i | i | i | i | i | i | i
Rin1-Abl PPI inh | 6 | -2 | 2 | 3 | -1 | 0 | / | 0
MsrA act | -4 | 0 | 8.0* | 1 | -1 | 0 | -4 | -1
E coli Lon inh | -7 | 5 | 3 | 8 | -8 | -6 | -10 | -16
FAS-TE inh | 0 | -9 | 11 | -4 | 2 | 3 | 27 | 3
SKN-1 inh | 7 | 5 | 11 | -5 | 24 | -12 | 2 | 14

#33 CC1C=CCC2C(=O)N(c3ccc(OC(=O)c4cccs4)cc3)C(=O)C12 (centres undefined)
#34 Cc1cc(C)c2[nH]c(=O)c(CN(Cc3ccccc3)C(=S)NCCCN(C)C)cc2c1
#35 N#Cc1ccc(-c2ccc(OCC(O)Cn3nnc4ccccc43)cc2)cc1 (centres undefined)
#36 CCCCn1c(N)c(N(CC(C)C)C(=O)c2ccc(COc3ccccc3)o2)c(=O)[nH]c1=O
#37 Cc1cccc(-n2ncc3c(N(C)Cc4ccccc4)ncnc32)c1
#38 COc1ccc2[nH]c(=O)c(-c3nnn(-c4ccc(F)cc4)n3)cc2c1
#39 COc1cccc2cc(C(=O)N3CCc4ccccc43)c(=O)oc12
#40 O=C(CC1CC2CCC1C2)N1CCN(S(=O)(=O)c2ccc(C(F)(F)F)cc2)CC1 (centres undefined)
assay / compound | 33 | 34 | 35 | 36 | 37 | 38 | 39 | 40
MsrA inhibitor | -0.3 | 0.0 | -1.1 | -0.5 | -0.4 | 0.3 | 0.8 | 0.1
CendR NRP1 mod | -4 | 1 | -3 | 11 | -9 | -4 | -1 | 3
MT1-MMP act inh | -3 | -2 | 4 | -7 | 8 | -1 | 5 | -1
Neddylation inh | i | i | i | i | i | i | i | i
Rin1-Abl PPI inh | 2 | 2 | -1 | -2 | 2 | -6 | -4 | 3
MsrA act | -11 | -4 | 5 | -3 | -1 | -1 | -5 | -2
E coli Lon inh | 4 | 0 | -1 | -1 | -6 | -4 | -4 | -1
FAS-TE inh | 7 | -4 | 13 | 1 | 26 | -3 | -2 | 0
SKN-1 inh | 0 | -7 | 9 | 6 | -4 | -4 | 3 | 9

Entries by screen from the list:
Nos. 33 to 40 in FAS-TE inh read 7, -4, 13, 1, 26, -3, -2, 0
Nos. 33 to 40 in MsrA inhibitor read -0.3, 0.0, -1.1, -0.5, -0.4, 0.3, 0.8, 0.1
Nos. 33 to 40 in Rin1-Abl PPI inh read 2, 2, -1, -2, 2, -6, -4, 3

Reformatted with two lines to a compound: part of the list above
Second line of a record – MsrA inhibitor	CendR NRP1 mod	MT1-MMP act inh	Neddylation inh	Rin1-Abl PPI inh	MsrA act	E coli Lon inh	FAS-TE inh	SKN-1 inh
#33 CC1C=CCC2C(=O)N(c3ccc(OC(=O)c4cccs4)cc3)C(=O)C12 (centres undefined)
  -0.3	-4	-3	i	2	-11	4	7	0
#35 N#Cc1ccc(-c2ccc(OCC(O)Cn3nnc4ccccc43)cc2)cc1 (centres undefined)
  -1.1	-3	4	i	-1	5	-1	13	9
#37 Cc1cccc(-n2ncc3c(N(C)Cc4ccccc4)ncnc32)c1
  -0.4	-9	8	i	2	-1	-6	26	-4
#36 CCCCn1c(N)c(N(CC(C)C)C(=O)c2ccc(COc3ccccc3)o2)c(=O)[nH]c1=O
  -0.5	11	-7	i	-2	-3	-1	1	6
#34 Cc1cc(C)c2[nH]c(=O)c(CN(Cc3ccccc3)C(=S)NCCCN(C)C)cc2c1
  0.0	1	-2	i	2	-4	0	-4	-7
#40 O=C(CC1CC2CCC1C2)N1CCN(S(=O)(=O)c2ccc(C(F)(F)F)cc2)CC1 (centres undefined)
  0.1	3	-1	i	3	-2	-1	0	9
#39 COc1cccc2cc(C(=O)N3CCc4ccccc43)c(=O)oc12
  0.8	-1	5	i	-4	-5	-4	-2	3

Next part.
#41 COc1cc2c(cc1NC(=O)c1ccc(C(C)(C)C)cc1)CCCC2
#42 COc1ccc(S(=O)(=O)N2CCC(c3nc4ccccc4[nH]3)CC2)cc1
#43 Cc1cccn2cc(-c3cccc(S(=O)(=O)N4CC(C)OC(C)C4)c3)nc12 (centres undefined)
#44 Cc1cc(OCCCC(=O)Nc2cccc(-n3cnnn3)c2)ccc1Cl
#45 O=C(O)c1ccc(OCc2ccc(C(=O)O)o2)cc1
#46 CCCCCn1c(SCC2CCCO2)nc2cc(C(=O)N3CCC(C(N)=O)CC3)ccc2c1=O (centres undefined)
#47 COc1ccc2c(c1)OC[C@H]1[C@H]2N2C(=O)c3cc(OC)ccc3NC(=O)[C@@]2(C)[C@H]1c1ccccc1
#48 CCOc1ccc(-n2cc(C(=O)N3CCN(C)CC3)c3cc(OC)c(OC)cc3c2=O)cc1
#49 CC1(C(=O)Nc2ccc3c(c2)OCCO3)CCN1Cc1ccc(-c2ccccn2)cc1 (centres undefined)
#50 S=C(NCCCn1ccnc1)NC1CCCCC1
#51 S=C(NCc1ccccc1)C(=S)NCc1ccccc1
assay / compound | 41 | 42 | 43 | 44 | 45 | 46 | 47 | 48 | 49 | 50 | 51
MsrA inhibitor | -0.4 | -0.6 | 0.0 | 0.2 | -1.1 | 0.1 | 0.6 | -0.3 | -0.4 | 0.1 | 2.1
CendR NRP1 mod | -9 | -1 | -7 | 9 | -9 | -24 | 9 | 6 | -3 | -7 | 14
MT1-MMP act inh | -1 | -5 | 6 | 3 | 3 | -2 | -7 | -1 | 2 | 6 | -2
Neddylation inh | i | i | i | i | i | i | i | i | i | i | i
Rin1-Abl PPI inh | 1 | -1 | -3 | 4 | -1 | -2 | 2 | 6 | -2 | 0 | 0
MsrA act | -2 | -2 | -14 | -2 | -1 | -2 | -4 | -5 | -1 | 0 | -3
E coli Lon inh | 3 | 6 | 9 | 0 | 4 | 1 | -8 | 0 | -4 | 3 | -5
FAS-TE inh | 26 | -1 | 1 | 30 | -6 | -7 | 95* | -5 | -2 | -3 | 20
SKN-1 inh | -8 | 11 | -7 | -17 | 23 | -15 | 14 | 5 | 9 | -3 | 38*
